Screening data from PubChem BioAssay.
LmPK inh: blocks Leishmania mexicana pyruvate kinase activity | Q27686 | purified LmPK, Kinase-Glo ATP luminescence, 1 h | Potency, µM (series often up to 57.5 µM), for the others: at the top dose activity change, negative = inhibition, usual class: inhibitors | hit rate 0.37% among 290,000 | AID 1721; note: potency is the fitted concentration of half-maximal effect; % is set by controls: 0 for no effect and ±100 for the full control effect
Target sequence (Q27686 whole entry, looked up): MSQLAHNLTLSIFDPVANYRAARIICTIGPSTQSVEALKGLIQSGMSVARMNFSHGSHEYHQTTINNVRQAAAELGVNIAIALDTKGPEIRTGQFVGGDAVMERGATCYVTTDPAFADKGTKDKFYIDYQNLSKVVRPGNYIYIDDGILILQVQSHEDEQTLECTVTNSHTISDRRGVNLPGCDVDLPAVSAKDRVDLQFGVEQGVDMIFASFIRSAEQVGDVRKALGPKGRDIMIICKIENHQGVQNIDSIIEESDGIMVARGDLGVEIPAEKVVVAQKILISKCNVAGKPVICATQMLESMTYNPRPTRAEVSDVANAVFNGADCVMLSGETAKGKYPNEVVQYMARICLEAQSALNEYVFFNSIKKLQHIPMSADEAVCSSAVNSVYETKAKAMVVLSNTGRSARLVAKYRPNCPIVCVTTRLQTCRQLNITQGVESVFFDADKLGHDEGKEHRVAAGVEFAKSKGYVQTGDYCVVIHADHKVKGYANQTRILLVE
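0.1 nM LmPK, 0.5 mM PEP, 0.1 mM ADP; 50 mM imidazole pH 7.2, 7 mM MgCl2, 50 mM KCl; 1 h RT. Kinase-Glo luminescence readout, normalized to no-enzyme (full inhibition) and uninhibited wells.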
HCV inh: inhibitors of hepatitis C virus infection. Huh7.5.1 HCVcc-Cre infection, luciferase reporter, 44 h. Potency, µM (titrated, usually from 41.8 µM), for the others: at the top dose activity change, negative = inhibition, usual class: inhibitors. hit rate 3.4% among 340,000. AID 651820; note: potency is the fitted concentration of half-maximal effect; % is set by controls: 0 for no effect and ±100 for the full control effect
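Cells seeded at 1,000/well and cultured 4 h, then compounds added followed by HCVcc-Cre virus (~0.5 moi). After 44 h further culture, luciferase substrate was added, plates held 15 min at room temperature, and luminescence read for 15 sec.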
Pf growth 96h: inhibits malaria parasite growth, 96 h | Potency, µM (titrated, usually from 28.7 µM), without a hit: at the top dose activity change, negative = inhibition, most hits filed as inhibitors | hit rate 6.9% among 320,000 | P. falciparum luciferase reporter growth, 96 h; note: potency is the fitted concentration of half-maximal effect; % is set by controls: 0 for no effect and ±100 for the full control effect
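Parasite growth measured via integrated firefly luciferase reporter in P. falciparum. Infected erythrocytes at 2% hematocrit, 0.05% parasitemia final were treated 96 hours at 37 C under 5% CO2, and luminescence was read.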
TbPYK inhibitor: blocks Trypanosoma brucei pyruvate kinase; Q57TT1; TbPYK enzyme, Kinase-Glo Plus ATP luminescence, 45 min; Potency, µM (titrated, usually from 76.8 µM), for the others: at the highest dose activity, negative = inhibition, most hits filed as inhibitors; hit rate 0.12% among 410,000; note: potency is the fitted concentration of half-maximal effect; % is set by controls: 0 for no effect and ±100 for the full control effect; nearly all actives have a fitted effect of over 50% in size
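Luminescence from Kinase-Glo Plus, added after a 45-minute room-temperature reaction, served as the end-point read-out. The enzyme and substrate were preincubated with compound before ADP (130 uM final) initiated turnover. Concentration-effect curves came from normalized qHTS data.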
CHX counter: affects cycloheximide protein synthesis inhibition readout, counter-screen; cell reporter, cycloheximide protein synthesis inhibition counterscreen; max response, %; hit rate 12% among 300,000; in the data active = max response mostly above about 13%, no sharp cut-off; inactive = mostly below about 14%; note: read at 38.3 µM for the half of the compounds with a filed dose; 0% is about no effect
Shiga inhibitor: blocks Shiga toxin action in Vero cells; Vero cells, Shiga toxin protein synthesis inhibition reporter; inhibition, % at 38.7 µM; hit rate 9.2% among 290,000; in the data active = inhibition mostly above about 28%, no sharp cut-off; inactive = mostly below about 43%; note: 0% is about no effect
Pf growth 48h: inhibits P. falciparum growth in the first generation, 48 h; Potency, µM (top dose mostly 28.7 µM), without a hit: at the highest dose activity change, negative = inhibition, most hits filed as inhibitors; P. falciparum luciferase growth in erythrocytes, 48 h; hit rate 5.9% among 310,000; AID 504832; note: potency is the fitted concentration of half-maximal effect; % is set by controls: 0 for no effect and ±100 for the full control effect
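Luciferase-expressing parasites in RBCs, 2% Hct / 0.1% parasitemia final; RPMI 1640 + 0.5% Albumax; 37 C, 5% CO2, one generation; luminescence read-out, lower signal = inhibition.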
The depositor's hits bear a star; u = inconclusive; x = not tested or not shown; & = joins results of further samples; [ ] = dose if it differs, or a comment. Unless noted, calls come from the whole dose curve; as a rule, active = well fitted curve in the direction sought with a large enough effect; inconclusive = small, poorly fitted or top-dose-only effect, or another doubt; inactive = no such curve, though single readings can be large; an effect the other way counts as inactive or inconclusive.

Second line of a record: LmPK inh	HCV inh	Pf growth 96h	TbPYK inhibitor	CHX counter	Shiga inhibitor	Pf growth 48h
Clc1ccccc1Cn1nnc2c(N3CCOCC3)nc(C3CC3)nc21
    6%	u	u	2%	-6	-29	u
O=C(NCCCN1CCOCC1)c1cccs1
    -2%	17%	26%	-2%	5	-13	-22%
CC(C)CNC(=S)NNC(=O)c1ccc(OC(F)F)cc1
    1%	5%	-21%	-9%	12	14	24%
COCCCN(C(=O)c1cc(C)oc1C)c1c(N)n(CC(C)C)c(=O)[nH]c1=O
    x	11%	-8%	-4%	x	x	-20%
C/C(=N/NC(=O)c1cc(-c2ccc(Cl)s2)[nH]n1)c1ccco1
    1%	9%	u	-1%	18	20	-12%
CCNc1nc(NC(N)=S)nc(NC(C)(C)C)n1
    2%	u	17%	-17%	-2	-19	-13%
Cc1ccccc1NC(=O)NCCCN1CCCC1=O
    -1%	16%	33%[activator]	-1%	7	-1	38%
CCCn1nnc(NC(=O)c2cccnc2Cl)n1
    1%	7%	u	1%	-4	-1	3%
O=C(Nc1nnc(S(=O)(=O)N2CCN(c3ccc(F)cc3)CC2)s1)c1ccccc1
    6%	3%	106%[activator]	1%	-1	32	41%[activator]
CCc1ccc(NCc2nc(-c3ccccc3)no2)cc1
    2%	0%	16%	1%	31*	47*	41%[activator]
O=c1ccccn1CCOc1ccccc1Cl
    -3%	2%	1%	-7%	19*	45*	27%
Cc1cc(NS(=O)(=O)c2ccc(NC(=O)N[C@H](C(=O)O)C(C)C)cc2)no1
    2%	10%	46%[activator]	4%	14	46	-4%
COc1cccc2c(Cl)c(CC=C(Cl)Cl)c(C)nc12
    -2%	u	-6%	1%	0	2	u
CN(C)c1nc2c(c(N)nn2-c2ccc(Cl)cc2)c(=O)o1
    0%	-2%	58%[activator]	-4%	1	-12	5%
C=CCn1nc2n(c1=O)-c1ccccc1SC2
    -9%	-2%	0%	-1%	13	24	12%
CCCN(c1ccc(C(=O)OC)cc1)S(=O)(=O)c1ccccc1
    2%	-2%	15%	0%	-3	26	6%
COc1cc(OC)cc(C(=O)NCC2CCCO2)c1 (configuration not stated)
    -13%	1%	x	3%	2	-38	4%
C=CCn1c(O)c(C(CC)=NCC2CCCO2)c(=O)[nH]c1=O (configuration not stated)
    -5%	-6%	u	4%	7	13	u
O=C(O)CCc1ccc(S(=O)(=O)NCCc2ccccc2)cc1
    -2%	13%	34%[activator]	4%	-3	-11	5%
COc1ccc2c(CCNC(N)=S)c[nH]c2c1
    2%	21%	5%	1%	10	3	129%[activator]
O=C1CSCN1c1ccc(Cl)c(Cl)c1
    -1%	-7%	50%[activator]	-5%	5	-6	3%
Cc1ccc(NC(=O)Cn2cc(C=O)c3ccccc32)cc1
    2%	1%	u	-23%	-3	-2	23%
CCOC(=O)c1nnn(CC(=O)N2N=C(c3ccccc3)CC2c2ccccc2)c1C(=O)OCC (configuration not stated)
    2%	11%	u	-2%	-5	4	12µM*
Cc1nnc(SCC(=O)N(C)Cc2ccccc2)[nH]c1=O
    15%	-4%	-12%	0%	-3	-21	x
C=CCNC(=O)CC(=O)N/N=C/c1cccc(C)c1
    -10%	9%	16%	-4%	-5	-9	20%
CS(=O)(=O)N(CC(=O)Nc1ccccc1C(=O)NCCc1ccccc1)c1ccc2c(c1)OCCO2
    3%	9%	x	-7%	35*	80	u
O=C(CCSc1ccc(Cl)c(Cl)c1)NC12CC3CC(CC(C3)C1)C2
    5%	u	1%	-6%	27*	77	u
COc1ccc(C2C(C(=O)OC3CCCCC3)=C(C)Nc3nnnn32)c(OC)c1OC (configuration not stated)
    1%	18%	5%	2%	-2	1	9.3µM*
Cc1cc(C)cc(NC(=O)c2ccc(CSc3nnnn3C)cc2)c1
    -5%	-19%	-11%	1%	-4	14	-8%
O=C(CC1S/C(=N/N=C/c2ccco2)NC1=O)Nc1cccc(Cl)c1Cl (configuration not stated)
    0%	7%	-41%	2%	0	7	-3%
COc1ccc(CN2CCN(Cc3ccc(C(F)(F)F)cc3)CC2)cc1
    -2%	u	u	-18%	4	-5	u
Cn1nnnc1SCc1nc2ccccc2s1
    -14%	4%	-16%	-24%	38*	94*	71%[activator]
Cc1nnc(-c2cnn(-c3ccccc3)c2N)n1Cc1ccc(F)cc1
    -2%	13%	u	-5%	-2	23	-6%
CCOc1ccc(S(=O)(=O)Nc2ccccc2SC)cc1
    1%	9%	66%[activator]	-11%	-3	-24	u
Cc1ccc(NC(=O)C2C(c3ccccc3)C=CC(c3ccccc3)C2C(=O)O)cc1 (configuration not stated)
    3%	-11%	u	-4%	1	-10	u
CCS(=O)(=O)Nc1cccc(C2=NN(S(C)(=O)=O)C(c3cccs3)C2)c1 (configuration not stated)
    -6%	-11%	u	-9%	-5	5	11%
Cc1ccc(CSc2nsc(C)c2C#N)cc1
    3%	7%	15%	-4%	22*	31*	18%
Cn1cc([N+](=O)[O-])c(C(=O)NNC(=O)c2ccc([N+](=O)[O-])cc2)n1
    0%	-2%	26%	2%	1	-12	22%
CC1CCCCC1NC(=O)CSC1=Nc2ccccc2C2CC=NN12 (configuration not stated)
    x	26%	-11%	2%	x	x	-1%
COc1ccc(CCn2c(=O)[nH]c3cc(C(=O)N4CCN(c5ccccc5)CC4)ccc3c2=O)cc1OC
    7%	u	u	0%&-1%	1	-6	-2%
Cc1c(C(=O)NC2CCCCC2)sc2ncnc(N3CCN(c4ccccc4)CC3)c12
    8%	13%	u	3%	14	-6	-23%
CC(C)(C)n1nnnc1C(c1ccncc1)N1CCCCCC1 (configuration not stated)
    -1%	26%	u	1%	-3	-7	-22%
COc1ccc(C)cc1-n1c(-c2ccncc2)n[nH]c1=S
    10µM*	3%	-20%	14µM*	-3	-7	4%
O=C(Cn1nnc(-c2ccccc2)n1)Nc1cccc(S(=O)(=O)N2CCCC2)c1
    x	u	u	-2%	x	x	-58%
CCOC(=O)c1cnc(SCC(=O)Nc2ccc(N3CCOCC3)c(Cl)c2)nc1N
    3%	1%	-14%	-3%	3	14	-14%
O=C(Nc1cccn2ncnc12)c1cccc(C(F)(F)F)c1
    -6%	-6%	202%[activator]	-4%	24*	44	447%[activator]
COc1ccc(-c2cnc(N)n2C)cc1
    0%	u	u	0%	2	10	3%
Cc1nn2c(c1-c1ccccc1)N=C(c1ccco1)CC2c1ccccc1 (configuration not stated)
    -1%	u	x	-2%	21*	103*	15µM*
Cc1cc(OCCn2ccnc2)ccc1C(C)C
    -10%	-9%	u	29%	11	6	-8%
Fc1ccccc1C1CCN(Cc2nc(COc3ccccc3)no2)C1 (configuration not stated)
    1%	-10%	3%	4%	-2	-1	-5%
COc1cccc(OCCn2cccc2/C=C2/C(=N)N3OC(C)=CC3=NC2=O)c1
    10%	-1%	u	-7%	7	16	u
COc1cccc(-n2nnnc2SCC(=O)Nc2nc3c(s2)CCCC3)c1
    7%	u	u	-15%	25*	87*	-23%
N#Cc1cc2c(nc1SCC(=O)O)CCCC2
    3%	0%	-16%	1%	3	-19	19%
NC(=O)c1ccccc1N/C=C/C(=O)c1ccc(F)cc1
    8.9µM*	-20%	410%[activator]	-15%	56*	98*	261%[activator]
CCOC(=O)C(=NC1CCCCC1)NNc1cccc(C(F)(F)F)c1
    -6%	u	u	-4%	-1	2	u
CN(CC(=O)Nc1cccc(F)c1)C(=O)CN1C(=O)C2CCCCC2C1=O (configuration not stated)
    x	3%	-23%	-2%	x	x	-19%
CCOC(=O)CCc1c(C)c2ccc(OC3CCCCC3=O)cc2oc1=O (configuration not stated)
    3%	25%	-22%	-6%	21*	27	u
COC(=O)C1CCN(S(=O)(=O)CCNC(=O)c2ccc(F)cc2)CC1
    x	8%	-13%	1%	x	x	-12%
Cc1nc(NC(=O)/C=C/c2ccccc2)sc1C(=O)Nc1ccc(Cl)cc1
    0%	-27%	43%[activator]	0%	-1	-14	u
CC(=O)c1c(C(C)=O)c(C)n(-c2ccc(N)c(C)c2)c1C
    1%	-5%	x	-19%	2	-5	-19%

(more compounds)
Second line of a record: LmPK inh	HCV inh	Pf growth 96h	TbPYK inhibitor	CHX counter	Shiga inhibitor	Pf growth 48h
Cc1cc(Cl)ccc1OCCCC(=O)NCC1CCCO1 (configuration not stated)
    5%	20%	12%	4%	-2	-13	-6%
COc1ccc(S(=O)(=O)N2CCCCCC2)cc1C(=O)Nc1cccc(C)n1
    -4%	-21%	u	6%	8	-8	u
CCc1ccc(/C=C2\Oc3c(ccc(O)c3CN3CCN(C)CC3)C2=O)cc1
    -8%	6%	u	1%	-1	-8	u
Cc1ccc(-n2c3c(cc(C(=O)Nc4cccc(C)n4)c2=O)C(=O)CCC3)cc1
    0%	8%	114%[activator]	x	-1	-4	-27%
CC(C)Cc1ccc(S(=O)(=O)N2CCN(C(=O)c3ccco3)CC2)cc1
    1%	u	x	6%	-5	28	-5%
CCC1=NN(C(=O)Cc2ccc([N+](=O)[O-])cc2)C(O)(C(C)(C)C)C1 (configuration not stated)
    5%	16%	-13%	-12%	10	-7	-28%
CC(=NCc1ccco1)c1c(O)n(-c2ccc(C)cc2)c(=O)[nH]c1=O
    5%	-19%	u	0%	-3	-9	0%
Cc1cc(C)nc(/N=C(\N)N2CCCCCC2)n1
    0%	24%	u	-6%	-3	15	-4%
CCC(=NC1CC(C)(C)NC(C)(C)C1)C1=C(O)CC(C)(C)CC1=O
    -4%	-3%	-9%	-3%	1	-22	9%
O=C(CSc1nc2ccccc2[nH]1)NCc1ccco1
    0%	14%	-21%	1%	29	65	38%[activator]
COc1cc(NC(=O)Cc2ccccc2)ccc1NC(=O)c1ccccc1
    7%	u	10µM*	3%	1	-3	12%
CCCNc1c(NS(=O)(=O)c2ccc(OC)c(OC)c2)c(=O)oc2ccccc12
    -6%	-6%	u	0%	-8	-4	-6%
O=C1CC(N2CCN(c3ccccc3)CC2)C(=O)N1c1cccc(Cl)c1 (configuration not stated)
    3%	22%	-5%	1%	6	11	0%
CCOC(=O)C1=C(N)n2c(s/c(=C/c3ccccc3)c2=O)=C(C(=O)OCC)C1c1ccccc1 (configuration not stated)
    4%	x	31%[activator]	x	-8	-6	u

4 compounds from above, arranged by molecular weight, descending.
Second line of a record: LmPK inh	HCV inh	Pf growth 96h	TbPYK inhibitor	CHX counter	Shiga inhibitor	Pf growth 48h
Cc1ccc(-n2c3c(cc(C(=O)Nc4cccc(C)n4)c2=O)C(=O)CCC3)cc1
    0%	8%	114%[activator]	x	-1	-4	-27%
CC(=NCc1ccco1)c1c(O)n(-c2ccc(C)cc2)c(=O)[nH]c1=O
    5%	-19%	u	0%	-3	-9	0%
CCC1=NN(C(=O)Cc2ccc([N+](=O)[O-])cc2)C(O)(C(C)(C)C)C1 (configuration not stated)
    5%	16%	-13%	-12%	10	-7	-28%
Cc1cc(Cl)ccc1OCCCC(=O)NCC1CCCO1 (configuration not stated)
    5%	20%	12%	4%	-2	-13	-6%
